# Screening results: PubChem BioAssay, several laboratories
# HTRA1 inh – HTRA1 serine protease inhibitors, primary screen, biochemical, fluorescence polarization, HTS; recombinant HTRA1, FP-rhodamine activity-based probe; inhibition, % at 5.96 µM; 340,000 compounds, 0.5% hits; AID 504803, 2011; in the data active means inhibition above about 36%;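 further: 0% = enzyme with DMSO and 100% = wells lacking enzyme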
# rCAG binder – binders of r(CAG) RNA repeats, primary screen, biochemical, fluorescence. r(CAG) RNA repeat, TO-PRO-1 dye displacement fluorescence. 370,000 compounds, 1.3% hits. inhibition, % at 3 µM;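 active means inhibition above the plate cutoff, the mean of all test compounds on that plate plus 3 SD, cut at about 35% in these data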;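 further: 0% = DMSO alone and 100% = 100 µM mitoxantrone as full dye displacement; higher means more dye released from RNA so lower well fluorescence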
# MBD2 DNA inh – inhibitors of MBD2 binding to methylated DNA, primary screen, biochemical, TR-FRET, DNA-binding domain, human; 370,000 compounds, 0.31% hits; MBD2 binding to methylated oligonucleotide; Methyl-CpG-binding domain protein 2 (Homo sapiens), Q9UBB5; inhibition, % at 4.4 µM; in the data active means inhibition above about 13%
# TCR-CD3 inh – inhibitors of human TCR-CD3 interaction, primary screen, biochemical, fluorescence, TAMRA-labeled TCR probe; T-cell receptor (TCR); AID 651800, 2012; 360,000 compounds, 0.37% hits; inhibition, % at 9.4 µM; in the data active means inhibition above about 19%;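 further: recombinant mutant TCR 2C K166C tagged with TAMRA read by polarization; 0% = receptor in buffer alone and 100% = receptor with positive control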
# PG9 Ab binder – binders of HIV-1 gp120 antibody PG9, primary screen, biochemical, TR-FRET; 360,000 compounds, 0.43% hits; HIV-1 gp120 / PG9 antibody interaction; TR-FRET gp120-PG9 antibody binding; inhibition, % at 6.7 µM; AID 624416, 2012; in the data active means inhibition above about 8.5%
# LEDGF integ inh – blockers of LEDGF/p75-dependent integrase strand transfer – biochemical, TR-FRET, high throughput, primary screen | TR-FRET IN-LEDGF/p75 DNA integration, Eu/Cy5 | HIV-1 integrase (with human LEDGF/p75) | AID 743269, 2014 | inhibition, % at 3.7 µM | 370,000 compounds, 0.64% hits;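 active means inhibition above the screen-wide mean plus 3 SD, cut at about 13% in these data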;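 further: signal is the Cy5 over europium emission ratio at 671 and 618 nm; 0% = plate median of compound wells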
# ABHD4 inh – ABHD4 inhibitors, primary screen, biochemical, fluorescence polarization, mouse; (Lyso)-N-acylphosphatidylethanolamine lipase (Mus musculus), Q8VD66; purified mABHD4, FP-Rh probe fluorescence polarization; inhibition, % at 8.92 µM; 370,000 compounds, 0.54% hits; AID 720543, 2013;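 active means inhibition exceeding the mean over every tested compound plus 3 SD, cut at about 30% in these data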;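 further: 0% = plate median of compound wells and 100% = S159A mutant with DMSO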
#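 Assay system: wild-type mouse ABHD4 protein; compound: single nominal dose of 8.92 µM, 0.89% DMSO final; schedule: 45 min + 60 min at 25 °C; measured by: FP readout, ex 525 nm / em 598 nm; evaluation: % inhibition of FP-Rh probe binding versus controls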
# Rev-erbA mod – modulators of Rev-erb alpha DNA binding, primary screen, biochemical, FITC-DNA, fluorescence polarization, uHTS | Rev-erbα–FITC-DNA binding, 90 min | activity, % at 10 µM | 370,000 compounds, 0.79% hits | AID 1259318, 2017;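 active means activity above about 14%, limit read from the data; passing the limit was not always enough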;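 further: 0% = DMSO wells with 35 nM protein and 100% = DMSO wells with 750 nM protein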
# Target sequence (P20393 whole entry, looked up): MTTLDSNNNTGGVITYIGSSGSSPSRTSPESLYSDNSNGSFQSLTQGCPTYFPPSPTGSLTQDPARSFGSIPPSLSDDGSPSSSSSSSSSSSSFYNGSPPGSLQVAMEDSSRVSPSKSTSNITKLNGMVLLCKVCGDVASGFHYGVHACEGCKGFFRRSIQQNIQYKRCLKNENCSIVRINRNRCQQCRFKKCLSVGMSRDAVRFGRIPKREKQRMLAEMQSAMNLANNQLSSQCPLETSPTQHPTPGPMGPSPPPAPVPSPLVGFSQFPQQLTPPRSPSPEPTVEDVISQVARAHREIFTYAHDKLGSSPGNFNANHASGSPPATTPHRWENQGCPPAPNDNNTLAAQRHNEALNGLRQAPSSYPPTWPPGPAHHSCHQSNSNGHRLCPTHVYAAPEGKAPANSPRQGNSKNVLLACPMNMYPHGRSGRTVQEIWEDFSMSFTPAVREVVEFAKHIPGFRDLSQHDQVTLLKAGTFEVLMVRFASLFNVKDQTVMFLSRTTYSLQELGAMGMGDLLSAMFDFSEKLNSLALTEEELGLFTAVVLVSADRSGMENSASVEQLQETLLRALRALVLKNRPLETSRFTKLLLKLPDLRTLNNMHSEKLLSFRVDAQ
# UHRF1 MBD2 ctr – UHRF1 methylated DNA binding inhibitors, primary screen, counter-screen for MBD2 inhibitor project, biochemical, TR-FRET, human UHRF1, single concentration | 370,000 compounds, 0.75% hits | inhibition, % at 4.4 µM | E3 ubiquitin-protein ligase UHRF1 (Homo sapiens), Q96T88 | UHRF1 binding to methylated oligo; in the data active means inhibition above about 21%;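 further: UHRF1 SRA domain binding a hemimethylated CpG hairpin DNA probe; 0% = median of test compound wells and 100% = reference inhibitor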
# PRMT1 FP inh – PRMT1 methyltransferase inhibitors, primary screen, biochemical, fluorescence polarization | Protein arginine N-methyltransferase 1 (Homo sapiens), Q99873 | 370,000 compounds, 1.3% hits | inhibition, % at 2.79 µM | recombinant PRMT1, activity-based probe fluorescence polarization;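 active means inhibition above about 21% made by adding two undisclosed values, limit read from the data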
# Target sequence (Q99873 whole entry, looked up): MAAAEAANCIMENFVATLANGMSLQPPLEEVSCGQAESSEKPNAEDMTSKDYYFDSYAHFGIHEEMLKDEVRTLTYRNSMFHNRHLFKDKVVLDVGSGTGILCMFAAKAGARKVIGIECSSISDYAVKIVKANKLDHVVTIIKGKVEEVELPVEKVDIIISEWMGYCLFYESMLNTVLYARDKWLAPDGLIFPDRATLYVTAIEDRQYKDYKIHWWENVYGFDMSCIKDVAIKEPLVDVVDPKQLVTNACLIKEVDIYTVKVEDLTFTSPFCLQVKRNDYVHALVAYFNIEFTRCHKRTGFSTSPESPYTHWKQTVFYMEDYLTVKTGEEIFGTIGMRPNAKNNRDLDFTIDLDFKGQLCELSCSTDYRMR
# Active calls of the source: *; / = not tested or not shown; & = joins results of further samples.
Molecule,HTRA1 inh,ABHD4 inh,MBD2 DNA inh,Rev-erbA mod,PG9 Ab binder,PRMT1 FP inh,LEDGF integ inh,rCAG binder,TCR-CD3 inh,UHRF1 MBD2 ctr
CCC1=NN=C(c2ccc(F)cc2)C(c2c[nH]c3ccccc23)N1O (stereo not given),-4,-5,0,0,-1.3,-1,0,1,-7,4
COc1cc2c(cc1OC)CN(CC(=O)Nc1cccc(C(F)(F)F)c1)CC2,8,2,3,-3,0.4,0,-5,-4,-1,2
CN(C)c1cccc(NC(=O)NC2(C)CCS(=O)(=O)C2)c1 (stereo not given),5,-5,2,-1,-3.4,0,1,-2,-8,-3
CCOc1ccc2nc(N3CCCC(C(=O)NCCCN4CC(C)CC(C)C4)C3)sc2c1 (stereo not given),6,17,-2,0,1.2,-2,-1,-5,7,3
COc1ccccc1Oc1coc2cc(OCC(N)=O)ccc2c1=O,1,-4,3,-1,-0.4,-2,5,0,-5,4
COc1ccc(NC(=O)C/C(C)=N/NC(=O)C2CCCCC2)c([N+](=O)[O-])c1,-7,6,-12,4,-1.8,3,-3,2,1,-8
O=C(NCCC1CCCCN1S(=O)(=O)c1cccs1)C(=O)Nc1ccc(F)cc1 (stereo not given),-14,-3,-4,-1,0.1,-4,2,-2,1,-3
CN(C)S(=O)(=O)c1cc(C(=O)NCc2ccccc2)c(Cl)cc1Cl,-2,-11,1,8,-2.4,-2,2,-1,1,-1
CCc1cc(C(=O)OC)c(NC(=O)CC2SC(=NC)N(C)C2=O)s1 (stereo not given),4,-1,-1,3,-1.4,-1,-1,-5,0,-2
COc1ccc(-n2c(Cc3cccn3C)nnc2SCC(=O)Nc2ccccc2OC)cc1,-13,1,5,4,0.2,6,-4,7,-15,2
COC(=O)C1CCN(Cc2ccc(C)cc2)CC1,-8,4,-3,1,-1.1,-2,2,-3,1,-5
Cc1ccc2c(COC(=O)C3=COCCO3)cc(=O)oc2c1,-5,0,-1,-1,-1.2,-5,1,0,-1,2
[O-]/C(=C(\C(=S)NCc1ccccc1)[n+]1ccccc1)c1ccc(Cl)s1,0,6,-7,3,0.6,3,3,7,16,-2
CCOC(=O)CSc1nc2ccccc2c(=O)n1CC1CCC(C(=O)NCc2ccco2)CC1 (stereo not given),8,-8,0,1,0.3,4,-4,3,3,10
CC(C)(C)NC(=O)CSc1nc2cc(S(=O)(=O)N3CCCCC3)ccc2o1,5,7,2,6,1.4,2,-2,2,4,0

# Filtered by structure, the entries above with a Cl atom (2)
Molecule,HTRA1 inh,ABHD4 inh,MBD2 DNA inh,Rev-erbA mod,PG9 Ab binder,PRMT1 FP inh,LEDGF integ inh,rCAG binder,TCR-CD3 inh,UHRF1 MBD2 ctr
CN(C)S(=O)(=O)c1cc(C(=O)NCc2ccccc2)c(Cl)cc1Cl,-2,-11,1,8,-2.4,-2,2,-1,1,-1
[O-]/C(=C(\C(=S)NCc1ccccc1)[n+]1ccccc1)c1ccc(Cl)s1,0,6,-7,3,0.6,3,3,7,16,-2

# More records follow.
Molecule,HTRA1 inh,ABHD4 inh,MBD2 DNA inh,Rev-erbA mod,PG9 Ab binder,PRMT1 FP inh,LEDGF integ inh,rCAG binder,TCR-CD3 inh,UHRF1 MBD2 ctr
Oc1ccc(NC(=S)N=Nc2c(O)[nH]c3ccc(Br)cc23)cc1,9,30*,2,4,-1.0,-4,1,32,-2,-4
O=[N+]([O-])c1cccc2[nH]ncc12,-6,-4,-4,9,-1.0,-1,-1,2,3,1
COC(=O)c1cc(NC(=O)COC(=O)C2CCC2)cc(C(=O)OC)c1,-3,-7,7,5,2.0,4,-4,-9,-2,6
CC(C)Oc1ccc(S(=O)(=O)N2CCOCC2)cc1NC(=O)Cc1ccsc1,-3,-1,-2,-3,0.6,4,-3,5,-3,0
COc1cccc2[nH]c(C(=O)NCC3CCCO3)cc12 (stereo not given),9,-3,-3,-4,-3.2,-3,-5,-2,2,0
COCc1c(C#N)c(NCCc2ccccc2)nc(C)c1[N+](=O)[O-],-9,-1,5,6,1.5,0,2,-1,4,4
COc1ccc(OCc2nnc(SC3CCOC3=O)n2-c2ccccc2)cc1 (stereo not given),-4,0,2,-4,-1.1,-1,1,-3,5,-1
O=C(O)CCN1Cc2ccccc2C1=O,0,3,0,-2,1.1,1,0,0,9,-2
CC1Oc2ccccc2N(CC(=O)NCC2CCCO2)C1=O (stereo not given),6,-2,-3,0,-0.3,-2,-2,3,3,0
CC1CCCCC1NC(=O)Cn1cnc2ccccc2c1=O (stereo not given),-3,3,3,-2,0.4,2,6,1,-5,1
CSc1nc(-c2ccccc2)nc(N2CCCC2)c1C(C)=O,-14,-6,1,-2,-1.2,-1,4,-2,8,-3
O=C(O)c1cc([N+](=O)[O-])ccc1-c1ccc([N+](=O)[O-])cc1C(=O)O,-2,-1,4,-3,-1.8,2,2,3,-6,9
COc1ccc(N2C(=NC(=O)CC3CCCCC3)SC3CS(=O)(=O)CC32)cc1 (stereo not given),32,3,-6,0,-1.2,-2,-1,1,-2,-4
COc1ccc(OCCN2C(=O)c3ccccc3C2=O)cc1,1,4,3,-2,-1.3,2,0,-4,3,-2
O=C(O)/C=C/C(=O)Nc1cccc2cccnc12,7,6,-5,4,-0.5,16,-3,12,-7,1

# The results go on:
Molecule,HTRA1 inh,ABHD4 inh,MBD2 DNA inh,Rev-erbA mod,PG9 Ab binder,PRMT1 FP inh,LEDGF integ inh,rCAG binder,TCR-CD3 inh,UHRF1 MBD2 ctr
COc1ccc(NC(=O)CN2C(=O)S/C(=C/c3cccn3-c3ccc(C(=O)O)cc3)C2=O)cc1,-8,13,7,-12,-2.5,1,-1,24,7,7
CCC(c1nnc(SCC(=O)Nc2ccc(NC(C)=O)cc2)n1Cc1ccccc1)N(C)C (stereo not given),2,4,1,-5,-0.3,1,2,-7,8,1
O=C(CN(CCc1ccccc1)C(=O)CN1C(=O)COc2ccccc21)NCc1ccco1,5,0,0,1,-0.9,1,-2,0,4,0
CC(OC(=O)/C(C#N)=C/c1ccc(N(C)C)cc1)C(=O)N(C)c1ccccc1 (stereo not given),-53,-96,-3,12,-0.2,-12,-7,-19,-43,-11
COc1ccc(NC(=O)Nc2sc(NS(=O)(=O)c3ccccc3)nc2C)cc1,-2,-2,3,3,-5.4,2,4,24,-1,1
CCOC(=O)c1c(NC(=O)CSc2nnc(-c3ccc(Cl)cc3)o2)sc2c1CCC2,-4,2,-1,4,-1.1,1,-4,-2,-1,2
CCN(CC)CCN(C(=O)CCOc1ccccc1)c1nc2c(F)cc(F)cc2s1,-11,0,0,6,-0.5,-2,1,-2,-3,1
Cc1nn(-c2ccccc2)c(C)c1/C=N/N1CCN(c2ccccn2)CC1,-2,6,-4,4,-0.1,-1,0,-4,1,0
Cc1cc(C)cc(NC(=O)C2CCCN(c3ncccn3)C2)c1 (stereo not given),7,8,-1,-3,0.9,-1,3,1,6,-1
CCOC(=O)C1CCN(C(=O)COC(=O)c2cccc(NS(=O)(=O)c3ccccc3)c2)CC1,3,0,4,-3,0.3,2,-3,-8,2,2
CCOc1ccc(OCc2ccc(C(=O)NCc3ccncc3)o2)cc1,-1,1,1,0,-0.7,2,-1,-3,1,0
Cc1ccc(C2=NN(C(=O)CCC(=O)O)C(c3cn(-c4ccccc4)nc3-c3ccc(C)cc3)C2)cc1 (stereo not given),-10,-5,4,-2,-1.3,-2,-2,13,6,1
O=C(NNc1ncnc2ccccc12)c1cccc(Cl)c1,1,-4,4,-6,-1.0,8,5,0,-4,1
CC(OC(=O)COc1cccc2c1OC(C)(C)C2)C(=O)Nc1ccc(S(N)(=O)=O)cc1 (stereo not given),-5,-11,-5,-7,-0.1,-7,3,5,4,-2
COc1cc(OC)c(NS(=O)(=O)c2cccc(C(=O)OCC(=O)NCC3CCCO3)c2)cc1Cl (stereo not given),-4,2,2,-1,-0.1,3,-2,2,-3,-1

# More structures
Molecule,HTRA1 inh,ABHD4 inh,MBD2 DNA inh,Rev-erbA mod,PG9 Ab binder,PRMT1 FP inh,LEDGF integ inh,rCAG binder,TCR-CD3 inh,UHRF1 MBD2 ctr
COC(=O)C(Cc1ccc(O)cc1)NC(=O)c1ccc2c(c1)OCCO2 (stereo not given),4,-2,-3,-3,2.7,-5,5,2,6,6
COc1ccc(C(=O)NCCN2CCCC2)cc1OC,0,-5,4,-5,0.5,3,4,2,2,5
COC(=O)[C@@]1(C)[C@H]2C(=O)N(Cc3ccccc3)C(=O)[C@H]2[C@H]2CN=C(SCC(=O)c3ccccc3)N21,2,4,1,-6,-1.6,80*,1,8,9,-3
COc1ccc(OC)c(/C=N/NC(=O)c2nnn(-c3nonc3N)c2-c2cccs2)c1,-5,2,1,6,-1.7,-1,3,1,9,-4
CNc1ncc(Cc2ccccc2)s1,7,-9,0,-1,-2.0,-3,2,0,2,1
CCOC(=O)Cc1csc(NC(=S)NC(=O)c2ccc(C)cc2)n1,-9,-3,-2,2,-2.5,-1,-1,3,5,2
Cc1c(C(=O)N(C)C2CCCCC2)sc2ncnc(N3CCN(c4ccccc4)CC3)c12,-23,-7,-2,-5,-1.1,-4,2,-2,1,1
O=C(O)/C(=C\c1ccc(F)cc1)c1ccc(-c2ccccc2)cc1,-26,-17,-6,7,-0.6,1,7,38*,-2,-1
CC1(C)C(=O)Nc2ccccc2N1C(=O)COC(=O)Cn1cnc2ccccc2c1=O,8,1,-3,0,0.3,3,0,-5,3,2
Cc1cc(C=O)c(C)n1-c1ccc(N2CCCC2)c([N+](=O)[O-])c1,-4,0,3,1,-0.6,4,0,1,-3,-2
CC(C)(C)c1ccc(C(=O)NC(=S)N2CCCC2)cc1,5,3,2,-4,1.4,4,3,-8,-3,-4
COCC(=O)Nc1cc(OC)ccc1OC,-8,-2,1,-2,-1.6,-1,0,-5,-2,3
CCO/C=C1/C(=O)N(C(C)=O)c2ccccc21,1,3,1,3,-2.2,2,1,3,2,-2
COC(=O)/C=C1\OCc2cc(OC)c(OCc3ccccc3)cc21,/,2,2,0,-1.6,2,-2,3,0,-2
CCCCNC(=O)CCNC(=O)c1ccc(C(C)(C)C)cc1,2,-2,4,-3,-0.7,0,-3,-6,4,1

# Remaining list, next part.
Molecule,HTRA1 inh,ABHD4 inh,MBD2 DNA inh,Rev-erbA mod,PG9 Ab binder,PRMT1 FP inh,LEDGF integ inh,rCAG binder,TCR-CD3 inh,UHRF1 MBD2 ctr
Cn1cc[nH]c1=S,3,1,0,2&-5&1,-2.0,0,1,0,0,0
CC(C)N1C(=O)c2ccc(C(=O)O)cc2C1=O,-4,4,6,-1,-1.1,2,3,-1,4,2
Clc1cccc(OCCN2CCNCC2)c1,5,15,1,8,-1.9,0,-1,-3,-5,5
COc1ccc(CC(=O)OCN2C(=O)c3ccccc3C2=O)cc1,6,4,3,1,-0.2,0,1,-4,4,5
O=C(Cc1ccc(Cl)cc1)NCCc1cnc[nH]1,6,-5,-5,4,-2.1,-5,4,-1,2,1

# This is a subset; rates above refer to the full screens.
